# Source: PubChem (Broad Institute)
# CD40 NFkB inh: CD40 pathway inhibition in BL2 cells; BL2 NF-kB luciferase reporter, CD40L-induced, 4 h; inhibition, % at 10 µM; hit rate 0.94% among 83,000; AID 1053188;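 active means mean inhibition of at least 50% with a set share of replicates also reaching that level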;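 further: 0% = neutral control wells and 100% = IKK inhibitor VII at 50 µM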
# An asterisk follows results filed as active; & = joins results of further samples; [ ] = dose if it differs, or a comment. A portion of the library (hit frequency here may not be typical).
SMILES,CD40 NFkB inh
CCN(CC)C(=O)CN(c1ccc2c(c1)OCO2)S(C)(=O)=O,7.0
COc1ccc(-c2cnc3ccccc3n2)cc1NC(=O)CNC(=O)c1ccccc1,-16.1
COc1ccccc1N1CCN(C(=O)CSc2nnc3n2C(C)(C)Cc2ccccc2-3)CC1,17.9
N#Cc1ccccc1OCC(=O)OCC(=O)c1ccc[nH]1,7.2
CCC1(C)Cc2ccccc2C(=O)N1 (stereo not drawn),9.5
O=C(O)COc1ccc(OCCNC[C@@H](O)COc2ccccc2)cc1,-0.7[25 µM]
CO[C@@H]1CN(C)C(=O)c2ccc(NC(=O)c3cc(C)on3)cc2OC[C@@H](C)NC[C@H]1C,-3.8[25 µM]
Cc1nn(C)cc1CNC(=O)CCC(=O)O,9.3
Cc1ccc(Cn2c(C)c3cnn(CC(=O)NCc4ccccn4)c(=O)c3c2C)cc1,9.5
COC(=O)c1ccc(-c2ncc(-c3cccc4ccccc34)o2)cc1,-43.1
CC(=O)N1[C@H](CO)[C@H](c2ccc(-c3ccc(F)cc3)cc2)[C@H]1CNC(=O)C1CC1,-2.2
COCC(=O)N1[C@H](C#N)[C@H](c2ccc(C#Cc3ccccc3F)cc2)[C@@H]1CO,-40.3[25 µM]
COc1ccc2c3c(n(C)c2c1)[C@@H](CO)NCC31CCN(C(=O)c2ccc(F)cc2)CC1,6.4
COc1ccccc1Nc1cc(C(=O)NC2CCCC2)c2ccccc2n1,3.0
CN(C(=O)C=Cc1ccco1)c1ccccc1,-26.5
COc1cccc(-c2ccc([C@H]3[C@@H](CO)N4C(=O)CN(C(=O)c5cccnc5)C[C@@H]34)cc2)c1,-12.5[25 µM]
CO[C@H]1CC[C@H]2CCOc3ccc(C#N)cc3C(=O)N(C)C[C@@H](c3ccccc3)CC(=O)N(C)C[C@@H]1O2,11.7[25 µM]
Cc1ccc(S(=O)(=O)C2(C(=O)NCCc3ccccc3)CC2)cc1,3.1
N#CC(c1ccc([N+](=O)[O-])cc1)C(CC(=O)c1ccccc1)c1ccccc1 (stereo not drawn),0.3
CC1CCN(Cc2cnc(Cl)s2)CC1,3.9
Cc1ccc(S(=O)(=O)N(CC(=O)Nc2ccc(C)cc2C)C(=O)N2CCN(C)CC2)cc1,20.6
CNc1nnc(C(F)(F)F)s1,5.6
Cc1oc2cc3c(C(=O)N4CCCCC4)c(C)oc3cc2c1C(=O)N1CCCCC1,-90.0
CC(C)NC(=O)N1[C@H](CO)[C@H](c2ccccc2)[C@@H]1CNC(=O)CN(C)C,6.5
CCC(=O)Nc1ccc2c(c1)C(=O)N(C)C[C@H](OC)[C@@H](C)CN(C(=O)Cc1cccnc1)[C@@H](C)CO2,-1.5[25 µM]
CCOC(=O)COc1cc([N+](=O)[O-])cc2cccnc12,15.9
C[C@@H]1CN([C@@H](C)CO)C(=O)CCCn2cc(nn2)CO[C@@H]1CN(C)C(=O)Nc1ccc(N2CCCCC2)cc1,-14.2[25 µM]
O=S(=O)(c1ccccc1)N1CCN(c2nnnn2-c2ccccc2)CC1,1.0
NC(=O)c1ccccc1Br,16.4
CCCCn1c(C(C)NC(=O)CC)nc2ccccc21 (stereo not drawn),2.9
O=C(NCC[C@@H]1CC[C@@H](NS(=O)(=O)c2cccc(F)c2)[C@H](CO)O1)C1CCCC1,2.5
O=C(CCC1CCCN(C(=O)c2cncs2)C1)NCc1ccc(F)c(F)c1 (stereo not drawn),-2.2
CCC(CC)NC(=O)Cc1ccccc1[N+](=O)[O-],-2.1
Cc1ccc(NC(=O)c2ccccc2)cc1OC(=O)c1ccccc1,-13.7
CC1CC(=O)Nc2ccccc2N1 (stereo not drawn),4.2
O=C(OCc1nc2ccccc2s1)C1CCN(S(=O)(=O)c2cccs2)CC1,7.1
CN(c1ccccc1)S(=O)(=O)c1ccc(C(=O)Nc2nccs2)cc1,-7.4
C[C@H](NC(=O)C[C@@H]1CC[C@@H]2[C@H](COC[C@@H](O)CN2Cc2ccc(C(F)(F)F)cc2)O1)c1ccccc1,17.0[25 µM]
CC(=NNC(=S)N1CCN(c2ccccn2)CC1)c1nccs1,77.7*
O=[N+]([O-])c1ccc(-c2csc(NN=C3CCCC3)n2)cc1,-44.6
O=C1NC(=O)C(CCc2ccccc2)(c2ccccc2)N1 (stereo not drawn),7.2
COCCOc1ccc(C(F)(F)F)cc1NC(=O)COC(=O)c1cc[n+]([O-])cc1,-5.7
COc1cccc(NC(=O)CN(C)C(=O)c2ccc(Cl)c(S(=O)(=O)N3CCCCCC3)c2)c1,-4.2
c1ccc2c(c1)c1ccccc1n2CN1CCOCC1,9.3
Cn1c(C(=O)NC2CCCCC2)cc2c(=O)n(C)c3ccccc3c21,-1.6

# An excerpt from above in order of the CD40 NFkB inh value, low to high:
SMILES,CD40 NFkB inh
O=[N+]([O-])c1ccc(-c2csc(NN=C3CCCC3)n2)cc1,-44.6
CN(c1ccccc1)S(=O)(=O)c1ccc(C(=O)Nc2nccs2)cc1,-7.4
COc1cccc(NC(=O)CN(C)C(=O)c2ccc(Cl)c(S(=O)(=O)N3CCCCCC3)c2)c1,-4.2
O=C(NCC[C@@H]1CC[C@@H](NS(=O)(=O)c2cccc(F)c2)[C@H](CO)O1)C1CCCC1,2.5
c1ccc2c(c1)c1ccccc1n2CN1CCOCC1,9.3
CC(=NNC(=S)N1CCN(c2ccccn2)CC1)c1nccs1,77.7*

# (further entries)
SMILES,CD40 NFkB inh
FC(F)(F)c1nnc2ccc(NCn3nnc4ccccc43)nn12,12.7
c1ccc(CSc2ncn[nH]2)nc1,8.7
C[C@H]1CN(C)C(=O)c2cc(N)ccc2O[C@@H]1CN(C)S(C)(=O)=O,-2.9
CC(=O)N1CCN(C(=O)c2cccc(S(=O)(=O)N3CCN(c4ccccc4)CC3)c2)CC1,13.5
CN(C)CC(=O)N1[C@H](CO)[C@H](c2ccc(C#CC3CCCCC3)cc2)[C@@H]1C#N,-5.1[25 µM]
O=C1NCCOCc2cnnn2CC[C@@H]1Cc1ccc(F)cc1,-5.7[25 µM]
Cc1nc(Br)c(Br)c(C)c1Br,11.9
O=C(Cc1cccnc1)N1CC(=O)N2[C@H](C1)[C@@H](c1ccc(/C=C/c3ccccc3)cc1)[C@@H]2CO,-7.4[25 µM]
Cc1ccc[n+](CC(=O)N2CCCc3ccccc32)c1,6.2
CCC(CC)NC(=O)Nc1ccc(C)cc1,-20.6
COc1ccc(/C=N/NC(=O)c2ccncc2)c(OC)c1,-2.1
COc1ccc2c3c(n(C)c2c1)[C@H](CO)N(S(C)(=O)=O)CC31CCN(C(=O)Nc2cccc(F)c2)CC1,5.3[25 µM]
CCOc1ccccc1NC(=O)N1CCCN(c2ncccc2C#N)CC1,10.0
O=C(NCc1ccccc1)NC(=O)c1ccncc1,-1.1
C[C@@H]1CN([C@H](C)CO)C(=O)c2cc(NC(=O)CCN3CCOCC3)ccc2O[C@@H]1CN(C)Cc1ccccc1,-2.4
Cc1cccc2cc(C#N)c(N3CCC(O)CC3)nc12,6.6
O=C(COc1coc(CN2CCc3ccccc3C2)cc1=O)Nc1ccccc1F,-11.5
COc1ccc(CCC(=O)OCC(=O)NC2CCCC2)cc1OC,2.8
CC1(C(=O)NS(=O)(=O)c2ccccc2Cl)CCN1C(=O)C1CC1 (stereo not drawn),4.9
CCCCn1c(N)c(N(C(=O)CSc2nnc(C)n2-c2ccccc2)C2CCCC2)c(=O)[nH]c1=O,8.6
O=C(C[C@@H]1C[C@H]2c3cc(NS(=O)(=O)c4ccccc4)ccc3O[C@H]2[C@H](CO)O1)NCC(F)(F)F,-1.0[25 µM]
Cc1c(C(=O)OC(C)C)sc(N)c1C(=O)OC(C)C,-29.0
COc1ccc(CN2CCn3nc(C(=O)NC4CC4)cc3C2=O)cc1,-5.8
CCOC(=O)C1(C)CCCCN1C(=O)c1cccs1 (stereo not drawn),-5.6
CNC(=O)NC1CCCCc2sccc21 (stereo not drawn),5.1
CCc1nc2ccc(C(=O)Nc3ccc(NC(C)=O)cc3)cn2c1N(C)C(=O)Cc1ccccc1,0.5
COc1ccc(N2CCN(C(=O)CCc3nc(-c4ccc(C)cc4)no3)CC2)cc1,-1.3
c1ccc(NCc2nc3ccccc3n2CCOc2ccccc2)cc1,-19.1
COCCN(C(=O)COC(=O)c1ccc(Cl)nc1)c1c(N)n(Cc2ccccc2)c(=O)[nH]c1=O,8.8
CSc1nc2nc(-c3ccc(F)cc3)c(CCN3CCN(C)CC3)cn2n1,11.8
NNC(=O)CCC(=O)Nc1ccccc1,8.3
CCOC(=O)c1c(NC(=O)COC(=O)Cc2c[nH]c3ccccc23)sc(C(=O)N(C)C)c1C,18.6
CCCOc1ccc(/C=c2\sc3ncnn3c2=O)cc1,-4.5
Cc1ccc(OCCC(=O)OCC(=O)NCCNC(=O)COC(=O)CCOc2ccc(C)cc2)cc1,2.6
Cc1ccccc1C(=O)c1ccc(Nc2ccc(Br)cc2N)cc1Cl,-9.8[25 µM]
COC(=O)Cc1c(-c2[nH]c3ccccc3c2CC(=O)OC)[nH]c2ccccc12,-13.2
Cc1noc(C)c1COC(=O)CCN1c2ccccc2Sc2ccccc21,12.5
CC(C)OC(=O)N(C)C[C@@H]1OCc2ccccc2-c2ccccc2C(=O)N([C@H](C)CO)C[C@@H]1C,-5.6
COC(=O)c1ccc(N/C=C/C(=O)c2ccc(OC)c(OC)c2)cc1,8.3
Cc1[nH]c2ccccc2c1/C=N/NC(=O)CCC(=O)NCc1ccccc1,9.1
COc1ccc(C(=O)Nc2ccccc2N2CCCC2)cc1S(=O)(=O)N1CCOCC1,11.5
COc1ccc(CCNC(=O)CSc2nnnn2C)cc1OC,-2.2
Clc1cccc(-c2cccc3nccn23)c1,-2.5
C[C@H]1CN([C@@H](C)CO)C(=O)CCCn2nncc2CO[C@H]1CN(C)C(=O)Nc1ccccc1C(F)(F)F,-11.5[25 µM]
CN1CCN(S(=O)(=O)c2ccc(=O)[nH]c2)CC1,-0.2
COc1cccc(C(=O)Nc2ccc3c(c2)C(=O)N(C)C[C@H](OC)[C@H](C)CN(C(=O)C2CCCC2)[C@H](C)CO3)c1,2.5
Cc1cc(SCC(=O)Nc2cccc(S(=O)(=O)N3CCOCC3)c2)nc2ccccc12,7.7
Cc1ccn(CC(=O)N2N=C(C(F)F)CC2(O)C(F)F)n1 (stereo not drawn),7.0
C=CCN(C(=O)C1=NN(C2CCS(=O)(=O)C2)C(=O)CC1)c1nc(-c2ccc([N+](=O)[O-])cc2)cs1 (stereo not drawn),-40.8
CCCC1COC(Cn2cncn2)(c2ccc(C)cc2)O1 (stereo not drawn),0.4
N#C[C@@H]1[C@H](c2ccc(C3=CCCC3)cc2)[C@@H](CO)N1C(=O)NC1CCCCC1,-8.2[25 µM]
CCn1cc(C(=O)NCc2ccc3c(c2)OCO3)c(=O)c2cc(F)c(N3CCN(C)CC3)cc21,4.7
OC[C@H]1[C@@H](c2ccc(-c3cccnc3)cc2)[C@H]2CN(Cc3ccccn3)CCCCN21,-2.8[25 µM]
CCOC(=O)c1c(-c2ncc(C(F)(F)F)cc2Cl)noc1C,21.9
COCC(=O)N1CC[C@@H]2[C@H]1c1cc(-c3cccc(F)c3)ccc1N(C)[C@@H]2CO,-9.8[25 µM]
C(=C1c2ccccc2-c2ccccc21)c1ccccn1,-1.6
COc1ccccc1NC(=O)N1CCCCN2[C@H](CO)[C@@H](c3ccc(C#CC4CCCC4)cc3)[C@H]2C1,13.9[25 µM]
Cc1ccc(C)c(OCCC(=O)OCC(=O)Nc2ccc(Cl)cn2)c1,-1.6
CCCS(=O)(=O)c1csc(C(=O)OC)c1N,10.3
COc1ccc(Cl)cc1NC(=O)CCCn1c(=O)c2cccn2c2cccnc21,-11.8

# Carrying on:
SMILES,CD40 NFkB inh
CC(C)(C)NC(=O)C1CCC(C)(C(=O)O)C1(C)C (stereo not drawn),3.0
O=C(C[C@H]1C[C@H]2c3cc(NC(=O)NC4CCCCC4)ccc3O[C@H]2[C@H](CO)O1)NCC(F)(F)F,-3.0[25 µM]
COc1ccc2c(c1)Cc1c-2cc(Br)c(N)c1Br,-0.9
CNC(=O)CN(c1cc(C)ccc1C)S(C)(=O)=O,10.2
CN1C(=O)c2cc(NC(=O)c3ccc(C(F)(F)F)cc3)ccc2OC[C@@H]2O[C@H](CC(=O)NCc3ccc4c(c3)OCO4)CC[C@@H]21,8.5[25 µM]
CCS(=O)(=O)N1[C@H](CO)[C@H](c2ccccc2)[C@H]1CN(C(C)=O)C1CCCC1,1.9[25 µM]
COc1cccc(C(=O)Nc2ccc3c(c2)OC[C@@H](C)N(CCc2ccccc2)C[C@@H](C)[C@@H](OC)CN(C)C3=O)c1,-7.7[25 µM]
COc1ccccc1CN1C(=O)CN(C2CCCC2)C(=O)C1c1ccc(F)cc1 (stereo not drawn),9.9
O=C(CNC(=O)CNC(=O)c1ccc(Cl)cc1Cl)NCc1cccc(Cl)c1,3.5
O=C(Cc1ccccn1)N[C@H]1CC[C@@H](CCNS(=O)(=O)c2cccc(F)c2)O[C@H]1CO,45.0[25 µM]
CC(C)CCN1CCNC(=O)C1CC(=O)N(C)CCCN1CCOCC1 (stereo not drawn),6.3
CCOC(=O)CCn1c(CC(=O)OCC)nc2ccccc21,8.4
Cc1cc(C)c(C#N)c(SCCS(=O)(=O)Cc2ccccc2)n1,-2.3
O=C1CC(N2CCN(S(=O)(=O)c3ccccc3F)CC2)C(=O)N1c1ccc(F)cc1F (stereo not drawn),-1.5
O=C(CNC(=O)C12CC3CC(CC(C3)C1)C2)NC1=NCCS1,10.9

# Three compounds picked at random from those above:
SMILES,CD40 NFkB inh
Cc1ccc(S(=O)(=O)C2(C(=O)NCCc3ccccc3)CC2)cc1,3.1
O=C1NC(=O)C(CCc2ccccc2)(c2ccccc2)N1 (stereo not drawn),7.2
C(=C1c2ccccc2-c2ccccc21)c1ccccn1,-1.6

# (more compounds)
SMILES,CD40 NFkB inh
O=C(CCNC(=O)c1ccc(Cl)cc1)NCC(c1ccco1)N1CCCCC1 (stereo not drawn),7.5
C=CCN1C(=O)c2ccc(C(=O)OCC(=O)N3CCN(c4ccccc4)CC3)cc2C1=O,0.5
Fc1cccc(-c2ccc(C3[C@H]4CNC[C@@H]3N4Cc3cncnc3)cc2)c1 (stereo partly drawn),-23.7&4.6[25 µM]
COc1ccc(OC)c(CN2CCN(Cc3cccc4ccccc34)CC2)c1,17.8
